Screening results: PubChem BioAssay, several laboratories
RAM inhibit: inhibitors of the yeast RAM network, primary screen, dse1pr::URA3 reporter, 5-FOA selection; S. cerevisiae dse1pr::URA3 reporter, 5-FOA growth OD615, 2 d; analog-sensitive cbk1-as2 kinase mutant strain; inhibition, % at 50 µM; actives 1.8% (n = 190,000); AID 868, 2007;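 active = inhibition above a set limit, 3 SD over mean compound inhibition, cut at about 8.4% in these data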;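 also: 0% = DMSO-only wells with no growth and 100% = 10 µM 1-NA-PP1 full growth; inhibition rescues growth on 5-FOA so higher OD means more RAM inhibition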
TNAP inh hiacc: human TNAP enzyme inhibitors, primary screen, biochemical, luminescent, high phosphate acceptor level, uHTS; purified TNAP, CDP-star luminescence, 1 M DEA; inhibition, % at 20 µM; actives 0.03% (n = 200,000);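 active = over 50% inhibition of tissue-nonspecific alkaline phosphatase at 20 µM in the single-dose screen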;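 also: plate controls were DMSO wells for no effect and EDTA-quenched wells as full inhibition for full effect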
Target sequence (P05186 whole entry, looked up): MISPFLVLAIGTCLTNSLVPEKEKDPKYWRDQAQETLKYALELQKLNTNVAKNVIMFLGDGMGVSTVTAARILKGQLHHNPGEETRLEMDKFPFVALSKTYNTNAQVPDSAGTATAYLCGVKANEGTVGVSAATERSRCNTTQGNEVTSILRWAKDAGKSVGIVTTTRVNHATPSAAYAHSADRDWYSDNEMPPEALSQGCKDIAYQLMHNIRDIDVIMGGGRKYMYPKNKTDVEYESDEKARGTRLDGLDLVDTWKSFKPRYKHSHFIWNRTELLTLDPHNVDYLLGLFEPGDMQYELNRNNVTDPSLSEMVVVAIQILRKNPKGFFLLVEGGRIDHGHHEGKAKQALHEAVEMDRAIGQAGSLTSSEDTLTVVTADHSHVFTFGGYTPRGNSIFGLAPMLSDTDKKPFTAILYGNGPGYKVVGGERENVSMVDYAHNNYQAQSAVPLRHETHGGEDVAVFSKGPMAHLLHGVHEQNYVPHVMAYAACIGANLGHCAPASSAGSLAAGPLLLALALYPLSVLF
S1P3 antagonist: S1P3 receptor antagonists, primary screen, cell-based; CHO S1P3 NFAT-BLA reporter, FRET fluorescence, antagonist mode; inhibition, % at 4.98 µM; actives 0.27% (n = 170,000); AID 485, 2006;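 active = inhibition above the plate cutoff, the mean inhibition of test wells on that plate plus 3 SD, cut at about 28% in these data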;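 also: cells challenged with S1P at its EC80 of 0.8 µM; blue over green emission ratio from cleaved BLA substrate after 4 h stimulation; 0% = S1P-stimulated wells and 100% = unstimulated DMSO-only wells; some compounds past the cut are filed as inactive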
HMGR II inh: inhibitors of E. faecalis class II HMGR, primary screen, biochemical, Enterococcus faecalis. HMG-CoA reductase (Enterococcus faecalis, mvaE). purified E. faecalis HMGR, NADPH absorbance 340 nm kinetic. inhibition, % at 10 µM. actives 0.41% (n = 190,000);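 active = inhibition above a set limit, the median over all tested compounds plus 3 SD, cut at about 9.5% in these data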;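 also: enzyme runs in reverse so mevalonate oxidation gives rising NADPH absorbance; 0% = complete reaction with DMSO and 100% = background rate lacking mevalonate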
TNAP inh noacc: human TNAP enzyme inhibitors, primary screen, biochemical, luminescent, no phosphate acceptor, uHTS; actives 0.26% (n = 200,000); AID 1012, 2008; purified TNAP, CDP-star luminescence, 30 min; inhibition, % at 20 µM; Alkaline phosphatase, tissue-nonspecific isozyme (Homo sapiens), P05186;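 active = tissue-nonspecific alkaline phosphatase inhibition above about 50% at 20 µM in the single-dose screen, limit read from the data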;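 also: 0% = DMSO negative control and 100% = EDTA positive control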
PMI activator: activators of human PMI, primary screen, biochemical, fluorescence intensity, near-Km mannose 6-phosphate. activation factor at 20 µM. actives 0.005% (n = 190,000). purified human PMI, coupled resazurin fluorescence, 20 min; stronger effect = higher value; 1 = vehicle control, 0 substrate-free wells;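 active = activation factor of 2 or more at 20 µM, relative to plate controls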
Target sequence (P34949 whole entry, looked up): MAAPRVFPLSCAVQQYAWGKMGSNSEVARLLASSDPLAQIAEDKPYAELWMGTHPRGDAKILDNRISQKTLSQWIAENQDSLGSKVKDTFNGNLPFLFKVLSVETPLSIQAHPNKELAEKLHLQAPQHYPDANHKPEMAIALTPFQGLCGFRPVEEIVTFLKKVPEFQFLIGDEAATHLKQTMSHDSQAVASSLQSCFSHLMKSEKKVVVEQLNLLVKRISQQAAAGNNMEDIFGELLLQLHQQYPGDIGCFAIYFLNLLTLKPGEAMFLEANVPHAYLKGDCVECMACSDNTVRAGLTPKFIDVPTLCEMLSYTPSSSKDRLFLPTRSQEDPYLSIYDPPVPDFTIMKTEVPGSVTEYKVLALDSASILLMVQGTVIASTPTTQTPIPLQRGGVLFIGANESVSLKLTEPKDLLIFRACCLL
Hsp70 activator: Hsp70 transcriptional activators, primary screen, cell-based, HeLa, Hsp70 promoter luciferase, luminescence, 10 µM; HeLa Hsp70 promoter luciferase reporter; scaled: vehicle 0, proteasome-inhibitor control 100%; activation, % at 10 µM; actives 0.04% (n = 200,000);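 active = activation above the mean across all tested compounds plus 3 SD, cutoff set per campaign, cut at about 5.5% in these data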;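 also: 100% = MG132 at 30 µM as the positive control and 0% = DMSO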
DTT redox prof: compounds producing H2O2 with reducing agent – biochemical, NIH compound library profiling, artefact control for MLSCN library redox annotation, primary screen; DTT-dependent redox cycling H2O2, phenol red/HRP absorbance; 100% = 100 µM peroxide control, 0% = buffer; activation, % at 10 µM; actives 0.03% (n = 200,000);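 active = activation of at least 50% relative to the plate's high and low controls in the primary single-dose screen; inactive = activation below 50%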;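 also: compound incubated with DTT at 0.8 mM final as the reducing agent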
PMI act hi M6P: human PMI activators, high substrate, primary screen, biochemical, fluorescence intensity, near-saturating mannose 6-phosphate; Mannose-6-phosphate isomerase (Homo sapiens), P34949; coupled PMI enzyme assay, resazurin fluorescence, 20 min; stronger effect = higher value; 1 = untreated enzyme, 0 = substrate-free blank; activation factor at 20 µM; actives 0.34% (n = 190,000); AID 1216, 2008;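 active = activation factor of 2 or more at 20 µM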
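Test system: Human PMI in coupled enzyme assay | Input: 15 ng/mL PMI | Medium: HEPES-buffered pH 7.4 with magnesium and detergent | Compound: One concentration, 20 µM, in 1% DMSO | Incubation: Enzyme reaction with compound 20 min at room temperature | Detection: Diaphorase-driven resazurin-to-resorufin fluorescence, excitation 544, emission 590 nm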
L major viab: Leishmania major promastigote growth inhibition, primary screen | Leishmania major promastigotes, resazurin fluorescence viability | inhibition, % at 10 µM | actives 9% (n = 200,000) | AID 1063, 2008; in the data active = inhibition above about 50%;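 also: promastigotes grown with compound for 44 hours at 28 °C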
Active calls of the source: *; x = no result given.

SMILES	S1P3 antagonist	L major viab	HMGR II inh	TNAP inh hiacc	Hsp70 activator	TNAP inh noacc	DTT redox prof	PMI act hi M6P	PMI activator	RAM inhibit
Cc1[nH]c(=O)[nH]c(=O)c1CSc1nnc([C@H](CC(C)C)NC(=O)OC(C)(C)C)o1	-36.9	-1.7	-6.0	-6.6	-0.5	-7.1	2.2	1.1	1.2	0.6
Cc1cccc(N(C(=O)Cn2nnc3ccccc32)C(C(=O)NCc2ccco2)c2ccncc2)c1 (stereo unspecified)	-2.5	-6.4	-3.5	0.6	-0.2	-3.7	2.1	1	0.9	1.6
Cc1ccc(OCC(O)CN2CC3(C)CC2CC(C)(C)C3)cc1 (stereo unspecified)	-1.4	-2.1	-4.3	-3.0	-0.1	-4.8	1.9	1.1	1	1.1
Cc1ccccc1CN(C)CC(=O)Nc1cccc(S(=O)(=O)N(C)c2ccccc2)c1	-11.2	71.0*	-10.5	-5.6	-0.1	-10.5	-1.2	0.9	0.9	0.4
O=C(NCCNC(=O)C(F)(F)F)c1ccncc1	-7.2	x	x	-6.1	x	-11.6	x	1.1	1	x
O=C(CN1C(=O)CCC1=O)NCC12CC3CC(CC(C3)C1)C2	x	17.5	-6.0	-7.1	0.0	-9.2	-1.6	1.1	0.9	0.8
CCOC(=O)C1NN=C(C(=O)c2ccccc2)C1c1ccccc1 (stereo unspecified)	-7.9	8.2	-2.4	-2.2	-0.3	12.4	0.3	1.1	1	0.9
O=S(=O)(c1ccc(Cl)nc1)N1CCCc2ccccc21	-3.9	1.9	-3.4	-2.3	-0.4	-26.4	0.0	1	0.9	0.8
Cc1ccc(CN(Cc2ccco2)C(=S)NCC(=O)O)cc1	-13.5	-3.9	-5.7	-3.1	-0.3	3.9	-0.2	1.1	0.9	1.0
CCN1CCN(C(c2cccnc2)c2cc(Cl)c3cccnc3c2O)CC1 (stereo unspecified)	x	52.4*	-2.7	-3.9	0.0	4.1	-4.3	0.5	0.5	-1.1
O=C(Cn1nnc(-c2ccccc2)n1)Nc1ccc2c(c1)OCO2	x	-6.6	-0.2	-0.2	-0.3	-8.1	0.1	1	1	5.5
CCCN1C(=O)S/C(=C\c2ccc(N3CCOCC3)cc2C)C1=O	x	12.9	-1.8	6.5	-0.3	4.2	-0.1	0.9	0.9	2.6
CC(=O)NCC(=O)NC(C(=O)Nc1ccc2c(c1)OCCO2)c1ccc(C)cc1 (stereo unspecified)	18.4	-6.0	-3.7	-0.3	0.3	-8.6	-2.6	1	0.9	-0.3
Cc1ccc(NCC(=O)N/N=C/c2cc(O)ccc2[N+](=O)[O-])cc1	7.8	-9.5	-11.0	5.9	-0.1	4.0	-0.8	0.4	0.9	1.3
Cc1cccc(-n2ncc3c(N)ncnc32)c1	-29.6	-4.8	-0.2	-2.4	-0.2	-6.2	-2.6	1.1	0.9	1.1
COC(=O)CN1C(=O)C(O)(CC(=O)c2ccc(C)o2)c2ccccc21 (stereo unspecified)	1.9	-4.9	1.7	-0.4	-0.2	-4.9	0.2	1	0.9	0.4
CC1CCCN(C(=O)CCS(=O)(=O)Cc2ccccc2)C1 (stereo unspecified)	x	-7.5	5.7	-0.2	0.2	-9.2	0.3	1	1	1.1
CCOc1cnc(-c2ccc(OC)cc2)o1	x	-5.4	7.4	-1.8	0.4	-8.4	1.4	1	1	0.1
O=C(c1ccccc1Sc1cccc2ccccc12)N1CCOCC1	x	27.2	-3.0	-3.5	-0.3	-10.6	-0.9	1	1	0.8
CCOC(=O)c1nn(-c2ccccc2)c(=O)c2c(NC(C)=O)scc12	-15.5	-0.2	-3.2	3.9	-0.3	-1.6	-2.6	1	1.1	1.8
COc1ccc(CN(C)CC(=O)Nc2sc3c(c2C#N)CCC3)c(OC)c1	-14.5	14.4	-2.7	6.7	-0.3	2.7	-0.5	0.9	0.9	1.5
O=C(c1cccnc1)N1CCN(C(=O)c2ccco2)CC1	x	-2.8	5.8	-2.4	-0.2	-11.5	0.9	1	1.1	-1.3
O=c1oc2cc(OCc3ccc([N+](=O)[O-])cc3)ccc2c2c1CCCC2	x	-4.0	4.0	2.3	0.2	-9.2	1.8	0.9	0.9	3.5
COc1ccc(NC(=O)c2oc3cc(C)c(C)cc3c2C)c(OC)c1	3.5	-3.5	-4.6	2.6	-0.8	-3.4	4.5	0.9	1.1	6.2
COCc1cc(CN2CCCC(C(=O)c3cccc(C(F)(F)F)c3)C2)ccc1OC (stereo unspecified)	5.1	91.6*	-3.1	-7.4	-0.1	-7.4	-0.7	1.1	1	2.4
CCc1nnc(NS(=O)(=O)c2ccc(N3C(=O)c4ccccc4C3=O)cc2)s1	-2.3	-9.1	-6.9	-3.5	-0.2	-2.0	0.8	1.1	1.1	4.0
N/C(Cc1ccccc1Sc1ccccc1)=N\O	-4.2	2.7	-2.3	-1.4	0.1	5.4	0.5	1	1.1	0.7
Cc1nc(N2CCCCC2C)c2c(C)c(C(=O)Nc3cccc(C(F)(F)F)c3)sc2n1 (stereo unspecified)	-18.9	67.1*	-7.2	-1.3	0.1	-3.1	-1.5	0.9	0.9	4.2
Cc1cc(N2C3CCC2CC(O)(c2ccc(F)cc2)C3)nc(-c2ccccc2)n1 (stereo unspecified)	-12.0	58.1*	2.0	1.5	-0.2	1.9	0.3	0.8	0.8	1.5
COc1ccc(N2C(N)=NC(N)=NC2(C)C)cc1	x	-3.9	3.4	-3.2	-0.1	-10.2	1.2	1.1	1	2.4

Some of the entries so far, with each value named.
> Cc1ccc(CN(Cc2ccco2)C(=S)NCC(=O)O)cc1
  S1P3 antagonist: -13.5
  L major viab: -3.9
  HMGR II inh: -5.7
  TNAP inh hiacc: -3.1
  Hsp70 activator: -0.3
  TNAP inh noacc: 3.9
  DTT redox prof: -0.2
  PMI act hi M6P: 1.1
  PMI activator: 0.9
  RAM inhibit: 1.0

> CCN1CCN(C(c2cccnc2)c2cc(Cl)c3cccnc3c2O)CC1 (stereo unspecified)
  S1P3 antagonist: x
  L major viab: 52.4*
  HMGR II inh: -2.7
  TNAP inh hiacc: -3.9
  Hsp70 activator: 0.0
  TNAP inh noacc: 4.1
  DTT redox prof: -4.3
  PMI act hi M6P: 0.5
  PMI activator: 0.5
  RAM inhibit: -1.1

Additional entries
SMILES	S1P3 antagonist	L major viab	HMGR II inh	TNAP inh hiacc	Hsp70 activator	TNAP inh noacc	DTT redox prof	PMI act hi M6P	PMI activator	RAM inhibit
O=C(Nc1cccnc1)c1ccc(F)cc1	x	-1.6	1.3	-3.9	0.1	-9.1	0.7	1	1	-0.7
CCc1noc(C)c1C(=O)N1CCCC(C(=O)c2cc(F)ccc2F)C1 (stereo unspecified)	-5.3	-6.1	-1.1	2.2	0.1	5.6	1.1	x	x	0.4
N#Cc1ccccc1NC1=CC(=O)CCC1	-9.6	-8.4	-1.2	-2.8	0.2	-8.7	-0.2	1	1	0.9
CCOCCOC(=O)c1ccc(-n2cncn2)nc1	x	-2.7	-7.0	-1.5	-0.3	-8.3	-0.1	1	1	2.4
COc1ccc(CC(=O)NC(C)c2nnc(SCCC(=O)Nc3ccccc3)n2C)cc1 (stereo unspecified)	-6.5	-8.7	-3.9	1.0	-0.1	-4.8	-2.5	0.9	1	-0.3
O=C(CSc1ccc2c(c1)OCCO2)NCc1ccco1	-31.1	1.1	-3.1	-2.9	-0.5	-14.9	-0.8	0.9	1.2	4.5
COc1ccc(/C=N/NC(=O)CCc2nc3ccccc3[nH]2)cc1	9.3	-0.2	-5.7	-1.1	-0.1	2.7	0.3	1.1	1.1	1.1
O=C(CNc1c(Br)cc(Br)cc1Br)NN=C1CCCCC1	-11.9	-3.3	-3.6	-0.3	-0.1	-8.2	0.7	0.9	1	4.5
O=C(Cn1nc(C(F)(F)F)c2c1CCCC2)NCc1ccco1	-5.5	10.4	-1.2	-2.7	-0.4	-10.3	1.6	1.1	1	0.9
COc1cc(OC)cc(C(=O)Nc2nc3ccccc3[nH]2)c1	x	64.0*	-0.5	1.7	-0.1	-5.8	0.3	1	1.1	2.5
CCOC(=O)c1oc2ccccc2c1NC(=O)c1cccc(OC)c1OC	10.3	3.4	-0.8	-0.6	0.1	7.9	3.0	1	1	6.2
CC(C)Cc1c2c([nH]c(=S)c1C#N)CCCC2	-4.7	-0.6	0.9	-6.3	-0.5	-0.3	0.1	2*	1.6	-0.1
CCOC(=O)c1[nH]c(C)c(C(=O)N2CCc3c([nH]c4ccccc34)C2c2ccccn2)c1C (stereo unspecified)	10.8	33.1	-2.8	5.7	-0.2	1.2	-0.9	0.8	0.9	0.4
CCOC(=O)CC(=O)CSC1=C(C#N)C(c2ccccc2OC)CC(=O)N1 (stereo unspecified)	-29.2	-4.6	1.2	-2.2	-0.5	-10.0	-2.4	0.9	0.9	2.6
CSC1=NCCN1C(=O)Cc1cccs1	-20.1	-2.4	0.5	-4.6	-0.2	-11.1	-1.3	1.1	1	1.8
CC(=O)Oc1cccc(N2C(=O)C3CC=CCC3C2=O)c1 (stereo unspecified)	x	-3.7	-2.2	-3.1	-0.4	-8.8	0.1	1	0.9	0.3
Cc1cccc(-c2nc3sc(C)cc3c(=O)o2)c1	-1.5	-5.5	-2.5	-3.1	-0.4	-7.0	-0.4	1	0.9	3.7
O=C(NCc1cccs1)c1ccncc1	10.9	-3.4	-3.6	-0.5	0.2	-9.1	1.4	0.9	0.9	2.1
O=C(Cc1cccc2ccccc12)N/N=C/c1ccc(O)c([N+](=O)[O-])c1	-7.1	-7.2	2.3	7.6	0.5	1.4	0.3	0.9	0.9	1.6
O=c1cc(-c2ccccc2)nc2nc(-c3ccccc3)[nH]n12	-7.3	-3.0	-5.0	-4.6	-0.4	3.8	2.5	0.9	0.9	5.8
COc1ccc(C2C(C(=O)c3ccco3)=C(O)C(=O)N2CC2CCCO2)cc1 (stereo unspecified)	10.6	-2.1	0.3	-2.3	-0.1	1.5	-0.2	0.9	0.9	3.1
O=C(CC(Cc1ccccc1)c1ccco1)NC1CCCCC1 (stereo unspecified)	x	48.3	-3.7	-3.5	0.5	-9.8	0.1	1	0.9	0.2
COc1ccc(S(=O)(=O)N(Cc2nc3ccccc3c(=O)[nH]2)C2CCCC2)cc1	-19.2	39.9	-7.9	2.3	0.6	0.2	-0.5	1.1	1	-0.4
O=S(Cc1ccc(Br)cc1)Cc1nnc(SCc2c(F)cccc2Cl)n1-c1ccccc1 (stereo unspecified)	-11.2	21.2	-2.9	-7.0	-0.2	-11.3	-0.7	0.9	0.9	0.1
